# BoNT-F LC inh = BoNT F light chain protease inhibition. inhibition, % at 10 µM. AID 588497. 0.22% of 360,000 active. Multiplex microsphere protease cleavage assay, flow cytometry; in the data active = inhibition above about 35%, passing the limit was not always enough; inconclusive = no clear call, values can overlap the other calls; also: plate controls were buffer without enzyme for full effect and enzyme alone for no effect
# BoNT A protease = blocks Botulinum neurotoxin A light chain protease; multiplex microsphere protease substrate cleavage, flow cytometry; inhibition, % at 10 µM; 0.17% of 360,000 active; AID 588499; also: plate controls were buffer without enzyme for full effect and enzyme alone for no effect
# TcdB inh = inhibitors of Clostridioides difficile toxin B glycohydrolase; P18177; TcdB glycohydrolase enzymatic assay, plate reader; inhibition, % at 9.99 µM; 0.24% of 350,000 active; AID 652162; in the data active = inhibition above about 10%
# CCHF vOTU inh = CCHFV vOTU protease inhibition. Pep-AMC fluorescence. AID 651958. 0.55% of 370,000 active. inhibition, % at 11.5 µM; in the data active = inhibition above about 30%; also: 0% = vehicle wells with enzyme and 100% = no enzyme wells
# Anthrax LF prot = anthrax lethal factor protease inhibition; P15917; multiplex microsphere protease cleavage assay, LF; inhibition, % at 10 µM; 0.12% of 360,000 active; also: plate controls were buffer without enzyme for full effect and enzyme alone for no effect
# FadD28 binding = M. tuberculosis FadD28 bisubstrate binding inhibition | FadD28 bisubstrate probe binding, fluorescence polarization | inhibition, % at 12.5 µM | 0.22% of 360,000 active | AID 588549; in the data active = inhibition above about 8.5%, passing the limit was not always enough; inconclusive = no clear call, values can overlap the other calls
# PfHsp40 rescue = restores yeast growth despite PfHsp40 toxicity; growth rescue, % at 12.5 µM; S. cerevisiae expressing PfHsp40, growth rescue, ATP luminescence; 0.68% of 340,000 active; AID 504582; in the data active = growth rescue above about 28%, passing the limit was not always enough; inconclusive = no clear call, values can overlap the other calls;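 also: yeast W303a lacking pdr1 and pdr3 grown in galactose medium; growth measured after three days at 30 °C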
# PrPC surface inh = inhibitors of human cell surface prion protein PrPC; inhibition, % at 13.8 µM; TR-FRET read-out; AID 720596; 0.43% of 370,000 active; in the data active = inhibition above about 24%; also: 0% = median of the test wells and 100% = reference compound wells
# Yp Topo-I inh = Y. pestis Topo-I inhibition via cleavage products; Y. pestis Topo-I cleavage product accumulation, plate reader; activity, % at 10 µM; 0.064% of 360,000 active; in the data active = activity above about 50%, passing the limit was not always enough; inconclusive = no clear call, values can overlap the other calls; also: inactives centre near 2
# Numbers without * were called inactive; ? = inconclusive; nt = no result given. Rule as the data show it, unless noted: active = inhibition above about 30%; inconclusive = no clear call, values can overlap the other calls; inactive = below that. The order is random. Share with any hit: about 2.3%.
SMILES,BoNT-F LC inh,BoNT A protease,TcdB inh,CCHF vOTU inh,Anthrax LF prot,FadD28 binding,PfHsp40 rescue,PrPC surface inh,Yp Topo-I inh
CC(C)(O)CN(C(=O)c1ccccc1)C1CCCCC1,-5,-0.9,0.3,5,-4,-1.8,-0.4,3,6
C=CCOC(=O)C1=C(C)NC(SCC(=O)Nc2nccs2)=C(C#N)C1c1ccc(Cl)cc1 (stereo not given),5,0.1,5.1,8,-5,-4.8,1.8,10,-7
Cc1ccc(S(=O)(=O)N2CCN(C(=O)N3CCOCC3)C2c2ccc(N(C)C)cc2)cc1 (stereo not given),6,?,nt,0,-2,1.3,0.7,-4,-1
COc1cccc(-c2noc(-c3ccc(Cl)nc3)n2)c1,-12,-0.9,0.5,0,-5,-1.5,0.2,-4,6
O=C(O)C(O)c1ccco1 (stereo not given),-1,-1.2,nt,nt,0,0.5,0.5,nt,-7
Cc1[nH]n(-c2ccc(Cl)cc2)c(=O)c1C(=O)c1ccccc1,-14,-1.5,-0.6,17,-3,-1.8,87*,5,2
O=c1oc2ccc(Cl)cc2cc1-c1ccccc1,-2,0.0,nt,1,-1,-3.3,0.2,-6,0
C=CCNC(=O)C1COc2ccccc2O1 (stereo not given),-5,-0.3,1.0,-8,-3,-1.9,-0.2,-4,3
Cc1ccc(-c2cc(C(=O)O)c3cc(Br)ccc3n2)o1,6,1.0,-1.7,-10,-2,1.5,0.5,11,6
CC1CC(=O)C(C(C2=C(O)CC(C)CC2=O)c2ccccc2)=C(O)C1 (stereo not given),-4,0.2,1.3,5,-7,-1.5,0.0,-3,-1
CC(C)CC(=O)Nc1sc2c(c1C#N)CC(C)(C)NC2(C)C,-8,0.1,nt,6,-3,-2.7,-0.4,3,-2
Cc1ccc(S(=O)(=O)c2nc(-c3ccccc3Cl)oc2N(C)C2CCN(C)CC2)cc1,-3,0.5,0.7,25,-1,-4.6,-0.6,-33,-4
C(=N\Nc1nc(-c2cccnc2)nc2ccccc12)/c1ccccc1,?,-0.3,1.4,10,2,-6.3,nt,-4,7
COc1ccc(CC(=O)Nc2ccc(S(=O)(=O)Nc3nccs3)cc2)cc1,-3,-1.1,-1.2,-3,-4,0.2,0.1,-1,-5
Cn1c(=O)c2c(nc(NCCNC(=O)c3ccco3)n2Cc2ccc(Cl)cc2Cl)n(C)c1=O,0,0.0,nt,-8,-6,-1.0,-0.8,-1,9

# Sorted by SMILES length (ascending): five of the compounds above
SMILES,BoNT-F LC inh,BoNT A protease,TcdB inh,CCHF vOTU inh,Anthrax LF prot,FadD28 binding,PfHsp40 rescue,PrPC surface inh,Yp Topo-I inh
O=C(O)C(O)c1ccco1 (stereo not given),-1,-1.2,nt,nt,0,0.5,0.5,nt,-7
C=CCNC(=O)C1COc2ccccc2O1 (stereo not given),-5,-0.3,1.0,-8,-3,-1.9,-0.2,-4,3
C(=N\Nc1nc(-c2cccnc2)nc2ccccc12)/c1ccccc1,?,-0.3,1.4,10,2,-6.3,nt,-4,7
C=CCOC(=O)C1=C(C)NC(SCC(=O)Nc2nccs2)=C(C#N)C1c1ccc(Cl)cc1 (stereo not given),5,0.1,5.1,8,-5,-4.8,1.8,10,-7
Cn1c(=O)c2c(nc(NCCNC(=O)c3ccco3)n2Cc2ccc(Cl)cc2Cl)n(C)c1=O,0,0.0,nt,-8,-6,-1.0,-0.8,-1,9

# Additional entries
SMILES,BoNT-F LC inh,BoNT A protease,TcdB inh,CCHF vOTU inh,Anthrax LF prot,FadD28 binding,PfHsp40 rescue,PrPC surface inh,Yp Topo-I inh
CCOC(=O)/C=c1\s/c(=C\c2ccc3cc(OC)ccc3c2)c(=O)n1CC(=O)NCc1ccc2c(c1)OCO2,-4,-0.2,-0.3,16,-2,-4.3,0.3,-7,11
CC(C)(C)c1ccc(NC(=S)NCc2cccs2)cc1,-8,-0.2,nt,1,-3,42*,?,15,12
CC(=O)CCC(=O)N1CCCC(N2CCN(c3cccc(Cl)c3)CC2)C1 (stereo not given),?,2.2,0.7,-12,-15,-0.7,0.1,3,4
O=C(NC12CC3CC(CC(C3)C1)C2)c1cncc(O)c1,-1,0.6,nt,-6,0,-2.4,-0.5,3,5
O=C(CN(Cc1ccccc1)C(=O)CNS(=O)(=O)c1ccc(F)cc1)NCC1CCCO1 (stereo not given),4,1.8,-1.8,12,7,-1.8,9.8,-7,-2
CCOC(=O)c1ccc(NC(=O)c2ccccc2[N+](=O)[O-])cc1,-1,-0.3,nt,-8,0,-1.0,-0.5,-18,-4
O=S(=O)(c1ccc(F)cc1)N1CCN(c2ccc(-c3ccccc3)nn2)CC1,4,0.7,0.8,-7,-8,-3.6,0.9,3,1
N/C(=N\OC(=O)c1ccccc1)c1ccn[nH]1,6,-2.3,-0.6,11,?,-2.7,5.7,12,-4
O=C(COC(=O)/C=C/c1cccc(F)c1)NC(=O)NC1CCCC1,-2,0.3,3.9,11,-6,-1.0,0.8,-5,27
O=c1cc(CO)oc(C(Nc2ccccn2)c2ccccc2Cl)c1O (stereo not given),-3,-0.4,-3.3,-3,-8,-2.2,3.6,3,-1
Cc1[nH]c(=O)c(C#N)cc1-c1ccncc1,1,-1.1,0.6,1,-4,-1.1,-0.9,1,2
O=C(OCc1nnc(-c2ccccc2)o1)C1CCN(C(=O)c2ccc(Cl)cc2)CC1,1,0.7,-0.6,-8,1,-0.5,-0.1,-6,7
CCOC(=O)N1CCN(C(=O)c2[nH]c(C(F)(F)F)nc2-c2ccccc2)CC1,9,-0.8,1.0,1,1,-1.1,nt,2,nt
COc1ccc(N2CCC(CNC(=O)Nc3ccc(C)c(C)c3)C2)cc1 (stereo not given),-74,-0.2,-12,4,-41,-5.8,1.6,7,-7
O=C(c1ccco1)c1coc2c1cc(O)c1ccccc12,-6,0.6,-0.4,18,-1,-1.1,-0.7,-6,-4
Cc1cc(C(=O)OCC(=O)N2c3ccccc3NC(=O)C2(C)C)c(C)n1-c1ccccc1,-6,-0.1,-2.0,-9,2,-3.0,2.2,8,26
C=CCNc1sc(C(=O)c2cccs2)c(N)c1C#N,0,-1.3,nt,0,-13,0.5,-0.4,-13,3
CN(CC(=O)Nc1cccc(F)c1)C(=O)CCCn1c(=O)oc2ccccc21,-4,3.0,0.7,-2,-3,-0.1,0.6,1,2
CC(=O)Nc1c(C)nn(-c2ccc(C)c(C)c2)c1C,0,-0.6,nt,-2,-15,1.2,-1.9,5,-2
O=C(Cn1nnc(-c2cccs2)n1)N1CCOCC1,-1,-1.4,0.5,-11,2,-1.4,-1.3,9,4
COCc1c(C(=O)OCC(=O)N2c3ccccc3CC2C)oc2ccccc12 (stereo not given),3,-0.5,nt,11,-6,-1.0,1.1,-2,-4
O=C(CN1C(=O)C2C3C=CC(C3)C2C1=O)NCc1ccco1 (stereo not given),-2,-0.1,nt,7,-6,-0.6,1.0,5,3
Cc1ccc(CSCC(=O)N2CCOCC2)cc1,3,-0.4,nt,15,-1,-1.0,-0.6,0,2
CCCc1nc2ccc(NC(C)=O)cc2c(=O)n1Cc1cccc(Cl)c1,nt,nt,0.3,-13,nt,-11,2.0,6,16
COc1cc(NC(=O)COC(=O)c2ccc(C)c(S(=O)(=O)N3CCCCC3)c2)c(C)cc1[N+](=O)[O-],-2,0.2,6.8,8,-5,-1.2,0.9,2,20
NS(=O)(=O)c1ccc(CNC(=O)c2cc(=O)c3ccccc3o2)cc1,21,-1.9,0.3,4,4,0.0,0.8,-2,-1
COc1ccc([C@H]2N[C@]3(CCCN(Cc4ccc(C(F)(F)F)cc4)C3=O)[C@H]3C(=O)N(C)C(=O)[C@@H]23)cc1,-21,1.1,-1.7,-4,-7,-2.8,nt,5,3
COc1ccc(C(=O)NC2CC2)cc1OC1CCN(Cc2ccc(Cl)cc2)CC1,-1,1.2,nt,nt,-1,-2.7,?,nt,11
CCC(C)[C@H](NC(=O)[C@@H]1CSC2c3ccccc3C(=O)N21)C(=O)NCc1ccncc1 (stereo not given in full),1,-0.3,-0.5,-1,0,-3.4,-0.1,5,19
CCN(CC)c1ccc(-c2nc3cnccn3c2NC2CCCC2)cc1,-66,-3.9,nt,7,-10,-0.2,0.1,9,3
CCOc1ccc(N2C(=O)/C(=C/c3ccccc3)N=C2SC)cc1,-10,0.2,0.7,-7,-4,-3.9,-0.4,-2,-2
Nc1nonc1-n1nnc(C(=O)N/N=C/c2cccc(Cl)c2)c1CN1CCCCCC1,1,0.0,-1.0,3,-9,-2.6,-0.3,3,17
Nc1ncnc(NNC(=O)CNC(=O)c2c(F)cccc2Cl)c1[N+](=O)[O-],-3,-1.3,-1.5,2,2,-2.9,-0.7,-8,-1
COc1ccc(C(=O)OCC(=O)Nc2ccc(F)c(F)c2)cc1OC,14,0.4,nt,1,-3,1.4,0.4,-2,4
CC1CCC(NC(=O)Cn2c(=O)oc3cc(S(=O)(=O)N4CCCC4)ccc32)CC1 (stereo not given),0,-0.3,0.1,9,0,-2.1,-0.4,6,-1
COC(=O)[C@]12CCCCC=C1N(Cc1ccco1)C(=O)[C@H](CC(=O)N1CCCCC1)C2,-2,-0.4,0.5,-4,-7,nt,nt,0,nt
O=C(CCc1ccccc1)c1nnc(-c2ccccc2)o1,-7,-0.1,-0.1,-1,3,-0.3,-1.8,-2,5
Cc1c(OC(C)C(=O)NCC2CCC(C(=O)O)CC2)ccc2c3c(c(=O)oc12)CCCC3 (stereo not given),-2,-0.8,2.1,8,-3,-0.6,-1.2,5,0
CCN1CCSc2ccc(C(=O)NCc3cc(Br)ccc3OC)cc21,-2,-0.5,0.8,-23,-4,-3.2,-0.8,11,-13
O=C1CCC([N+](=O)[O-])C(c2ccc(Br)cc2)N1 (stereo not given),0,-0.4,nt,4,-2,-3.8,-0.4,9,-7
COc1ccc2c(c1)C1(C)CC(C)(C)N2C(=O)N1c1ccccc1 (stereo not given),-13,0.4,nt,7,-3,-4.2,-2.5,4,23
Cc1cc(NC(=O)COc2cccc([N+](=O)[O-])c2)no1,3,0.2,0.3,10,-8,0.1,-1.4,-4,3
CCN1CCN(c2ccccc2NC(=O)C(C)Oc2ccc(C(C)=O)cc2)CC1 (stereo not given),2,-0.1,0.4,12,8,-1.1,0.5,-5,4
CCN(CC(=O)Nc1ccc(OC)cc1)C(=O)c1ccc2ccccc2c1,4,0.1,0.7,0,-2,-2.0,1.4,-4,9
O=C(Nc1ccccc1C(=O)O)c1cc(S(=O)(=O)N2CCCCCC2)ccc1Cl,-5,0.1,1.2,9,8,-17,0.5,9,9
O=C(c1ccc(N2CC3CC(C2)c2cccc(=O)n2C3)c([N+](=O)[O-])c1)N1CCCCC1 (stereo not given),5,0.8,nt,4,-1,-1.2,-0.3,-19,2
NCCCCCc1nnc(SCc2ccccc2Cl)o1,nt,nt,nt,-4,nt,-1.4,0.9,8,10
CN1CCc2c(n(CC(O)CN3CCN(CCO)CC3)c3ccccc23)C1=O (stereo not given),-3,0.5,1.9,-5,0,-4.1,-1.8,-2,4
O=c1nc(/C=C/c2cc([N+](=O)[O-])ccc2Cl)cc(C(F)(F)F)[nH]1,3,2.9,nt,0,0,-0.8,-0.1,-7,4
CC(C)(C)CC(=O)Nc1ccc(S(=O)(=O)N2CCCC2)cc1,-9,-1.8,0.8,3,-10,0.3,-0.5,-3,3
Cc1ccc2c(C)c(C(=O)N(Cc3ccc(N(C)C)cc3)C3CCS(=O)(=O)C3)oc2c1 (stereo not given),-6,-1.0,-0.1,14,-5,-1.7,0.6,4,15
COC(=O)c1ccc(CNC(=O)c2ccc3oc(C(C)C)nc3c2)cc1,4,-1.2,-0.2,-11,3,-1.5,0.4,2,16
COc1ccc(OC)c(Nc2nc(-c3ccccc3O)nc3ccccc23)c1,6,-0.7,0.4,2,-6,-2.1,-0.9,-5,-2
O=C1NC(=O)N(c2ccccc2)C(=O)/C1=C/C=C/c1ccco1,-2,0.8,0.0,-19,-7,-4.2,-0.9,8,2
O=c1c2ccccc2c2ccccc2c(=O)n1-c1ccccc1,4,-0.3,-0.5,-9,-1,0.2,-1.2,0,4
O=[N+]([O-])c1ccc2c(c1)ncn2-c1ccccc1,3,0.6,nt,2,-1,-0.2,-0.8,-14,4

# Screens as filed in PubChem BioAssay.
